# Assay outcomes from PubChem.
# ALOX12 inhib: 12-hLO (ALOX12) enzyme inhibition | AID 1452 | 150,000 tested, 0.12% active | Potency, µM (titrated, usually from 57.1 µM), for the others: top-dose activity change, negative = inhibition, actives largely listed as inhibitors | purified 12-hLO, xylenol orange hydroperoxide absorbance; also: potency is read from the fitted curve at half-maximal effect; nearly all actives have a fitted effect of over 55% in size; many of its hits are not listed in these tables
#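 Hydroperoxide formation by human 12-lipoxygenase from 40 uM arachidonic acid was followed colorimetrically via ferric-xylenol orange complex, using the 573/405 nm absorbance ratio. Enzyme concentration was 150 nM, with 30 min reaction at room temperature.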
# 15-hLO-2 inh: inhibitors of human 15-lipoxygenase 2 (ALOX15B) | 110,000 tested, 0.56% active | O15296 | Potency, µM (doses to about 57.1 µM), inactives show at the highest dose activity change, negative = inhibition, usual class: inhibitors | purified 15hLO-2, xylenol orange hydroperoxide absorbance; also: potency is read from the fitted curve at half-maximal effect; nearly all actives have a fitted effect of over 60% in size; many of its hits are not listed in these tables
# Target sequence (O15296 whole entry, looked up): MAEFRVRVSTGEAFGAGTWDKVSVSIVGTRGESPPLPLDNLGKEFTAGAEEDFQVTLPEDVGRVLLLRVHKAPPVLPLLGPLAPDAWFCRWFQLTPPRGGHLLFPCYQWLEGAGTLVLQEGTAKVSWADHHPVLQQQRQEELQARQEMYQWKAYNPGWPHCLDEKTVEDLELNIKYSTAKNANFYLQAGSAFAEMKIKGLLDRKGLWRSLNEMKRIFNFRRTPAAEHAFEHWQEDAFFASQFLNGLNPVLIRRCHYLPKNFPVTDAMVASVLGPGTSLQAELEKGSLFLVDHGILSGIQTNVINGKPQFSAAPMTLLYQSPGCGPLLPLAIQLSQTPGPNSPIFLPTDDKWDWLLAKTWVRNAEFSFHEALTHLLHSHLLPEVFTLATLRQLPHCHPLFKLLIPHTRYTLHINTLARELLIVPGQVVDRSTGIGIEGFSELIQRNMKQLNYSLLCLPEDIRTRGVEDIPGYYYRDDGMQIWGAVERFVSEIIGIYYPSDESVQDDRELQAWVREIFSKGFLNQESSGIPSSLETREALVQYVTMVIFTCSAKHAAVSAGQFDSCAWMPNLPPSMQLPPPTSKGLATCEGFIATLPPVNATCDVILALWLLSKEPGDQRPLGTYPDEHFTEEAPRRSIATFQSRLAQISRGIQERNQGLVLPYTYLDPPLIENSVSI
#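 Enzyme 50 nM, AA 45 uM, 25 mM Hepes pH 7.5 + 0.01% Triton X-100; cpd preinc 15 min RT, rxn 90 min RT; stop/detect with 200 uM XO + 300 uM Fe(II) in 50 mM H2SO4, 30 min; A573/A405.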
# PNC inhibitor: perinucleolar compartment assembly inhibition | PC3M PTB-GFP, PNC prevalence imaging, 16 h; active compounds read low | activity change (PNC), negative = inhibition, % at 10 µM | 140,000 tested, 3.1% active;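 active = readout at or below -70, meaning at least 70% loss of cells showing the perinucleolar compartment, a nuclear body marking cancer cells; inconclusive = readout between -30 and a set limit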;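 also: plate controls were DMSO wells for no effect and camptothecin positive control wells for full effect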
#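 Read-out is percentage of cells bearing a perinucleolar compartment, from automated 20x imaging of fixed, Hoechst-stained PC3M PTB-GFP cells. Cells were seeded 4 h, then exposed 16 h to compound (23 nl of library stock) in duplicate plates.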
# IMPase inh: membrane-permeable compound that blocks inositol monophosphatase. 120,000 tested, under 10 active. CHO-M1 cells, IP1 accumulation, HTRF TR-FRET ratio. inhibition (IP1 accumulation), % at 46.1 µM. P97697; active = well fitted curve in the direction sought with a large enough effect in the signal ratio, not every such curve was filed as active; inconclusive = small, poorly fitted or top-dose-only effect, or a change in a side signal; inactive = no such curve, though single readings can be large or run the other way; the % refers to the signal ratio;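 also: cells stimulated with carbachol in lithium chloride buffer; plate controls were DMSO basal wells for no effect and reference inhibitor wells for full effect; higher means more IMPase inhibition seen as more IP1 and lower FRET ratio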
#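 In this qHTS, compounds (final up to 46 uM) act on CHO-M1 cells that are then activated through the M1 receptor with carbachol, in pH 7.4 buffer containing 50 mM LiCl, for 30 min. IP1 accumulation is quantified by the IP-One immunoassay.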
# The depositor's hits bear a star; ? = inconclusive; . = no result given; [ ] = remark or other dose. Unless noted, calls follow the shape of the dose curve; as a rule, active = well fitted curve in the direction sought with a large enough effect; inconclusive = small, poorly fitted or top-dose-only effect, or another doubt; inactive = no such curve, though single readings can be large; an effect the other way counts as inactive or inconclusive. Unless noted, % is scaled to controls: 0 for no effect and ±100 for the full control effect. An excerpt; count on the stated rates, not on these rows.
# Below each compound: ALOX12 inhib | 15-hLO-2 inh | PNC inhibitor | IMPase inh
- CC1C(=NO)C(C)C(c2ccc(N(C)C)cc2)NC1c1ccc(N(C)C)cc1 (configuration not stated)
→ -5% | 40%[activator] | 37 | -3
- COc1ccc(CCNC(=O)CSc2nnc(Cc3csc(N)n3)n2C)cc1OC
→ -7% | 8% | -95* | 0
- O=C(O)c1cccc(N2C(=O)c3cccnc3C2=O)c1
→ -11% | 12% | -100* | 8
- COc1ccc(N2C(=O)CC(Sc3nc(C)c4c(n3)CCCC4)C2=O)cc1 (configuration not stated)
→ -2% | -12% | -3 | -5
- COc1ccc(CCNC2CC(=O)N(CCc3ccc(OC)c(OC)c3)C2=O)cc1OC (configuration not stated)
→ -2% | 1% | 3 | -6
- O=C(O)Cn1nc2ccccc2n1
→ 4% | 5% | 25 | -4
- COC(=O)C1=C(C)NC(C)=C(C(=O)OC)C1c1ccccn1
→ 3% | -2%[11.4 µM] | ? | 3[1.84 µM]
- CCOC(=O)CCCSc1nc(-c2ccc3c(c2)OCO3)cc(C(F)(F)F)c1C#N
→ -4% | . | 2 | .
- CCC(C)(C)n1nnnc1CN1CCC(NC(=O)c2ccccc2C)CC1
→ 0% | . | -100* | 10
- O=c1ccc(Cc2ccccn2)n[nH]1
→ 1% | -3% | ? | -7
- O=C(NCCCn1ccnc1)c1cc2cc([N+](=O)[O-])ccc2oc1=O
→ -3% | . | 39 | .
- O=S(=O)(c1ccc(S(=O)(=O)N(Cc2cccs2)CC2CCCO2)cc1)N1CCCCC1 (configuration not stated)
→ 1% | -7% | ? | 7
- Nc1nc(SCC(=O)Nc2ccccc2)[nH]c(=O)c1-c1ccccc1
→ 1% | -5% | 1 | 5
- CCOc1ccccc1N/C(=C(/C(Cl)=C(Cl)Cl)[N+](=O)[O-])n1cncn1
→ -10% | -21% | 10 | -5
- Nc1cccc(-c2cn3cc(C(F)(F)F)cc(Cl)c3n2)c1
→ -1% | 4% | -1 | -1
- O=C1CC(Cc2ccccc2)C(=O)N1Cc1ccco1 (configuration not stated)
→ -8% | ? | -10 | 2
- CCCOc1ccc2c3c(c(=O)oc2c1OCCC)CCC3
→ -9% | -17% | -15 | 13
- CCN(CC)S(=O)(=O)c1cc(C(=O)Nc2cccnc2)ccc1Cl
→ 0% | 4% | ? | 7
- COc1ccc(C(C(=O)NC2CCCCC2)N2CCC3(CC2)OCCO3)cc1 (configuration not stated)
→ 0% | 4% | 69 | -1
- COC(=O)c1sc(S(=O)(=O)N2CCC(C)CC2)c(C(=O)OC)c1C
→ -14% | 1% | -23 | 15

# Six structures already listed, arranged by number of heavy atoms, ascending:
# Below each compound: ALOX12 inhib | 15-hLO-2 inh | PNC inhibitor | IMPase inh
- O=C(O)Cn1nc2ccccc2n1
→ 4% | 5% | 25 | -4
- Nc1cccc(-c2cn3cc(C(F)(F)F)cc(Cl)c3n2)c1
→ -1% | 4% | -1 | -1
- CCN(CC)S(=O)(=O)c1cc(C(=O)Nc2cccnc2)ccc1Cl
→ 0% | 4% | ? | 7
- O=C(NCCCn1ccnc1)c1cc2cc([N+](=O)[O-])ccc2oc1=O
→ -3% | . | 39 | .
- COc1ccc(N2C(=O)CC(Sc3nc(C)c4c(n3)CCCC4)C2=O)cc1 (configuration not stated)
→ -2% | -12% | -3 | -5
- CC1C(=NO)C(C)C(c2ccc(N(C)C)cc2)NC1c1ccc(N(C)C)cc1 (configuration not stated)
→ -5% | 40%[activator] | 37 | -3

# The list goes on:
# Below each compound: ALOX12 inhib | 15-hLO-2 inh | PNC inhibitor | IMPase inh
- COc1cccc(-c2nc(-c3ccccn3)no2)c1
→ -9% | 3% | -25 | 0
- O=C(OC[C@@H]1O[C@@](O)(COC(=O)c2cccnc2)[C@H](OC(=O)c2cccnc2)[C@H]1OC(=O)c1cccnc1)c1cccnc1
→ 1%[0.00818 µM] | 11%[0.0915 µM] | . | .
- COc1ccc2nc(SCC(=O)N3CCN(c4ccc(F)cc4)CC3)c(C#N)cc2c1
→ -7% | . | 16 | -1
- COC(=O)Nc1ccc(S(=O)(=O)N2CCC(Cc3ccccc3)CC2)cc1
→ -6% | 10% | -5 | 5
- COc1ccc(S(=O)(=O)Nc2cccc(/C=C/C(=O)O)c2)cc1
→ 1% | . | ? | 2
- Cc1cc(C)nc(Nc2nc3ccccc3[nH]2)n1
→ 5% | 12%[2.29 µM] | ? | -4
- C=CCn1c(COc2cccc3cccnc23)nnc1SCC(=O)O
→ 7% | -8% | ? | 7
- S=c1[nH]nc(Cc2ccccc2)n1-c1cccc2ccccc12
→ -11% | . | 14 | .
- CCOC(=O)C1=C(C)NC(=O)NC1c1ccc(Br)s1 (configuration not stated)
→ 1% | -3% | ? | -5
- COc1ccccc1Nc1nc(NCCO)c2ccccc2n1
→ -3% | 4% | 29 | 6
- CCCn1c(=O)c2ccccc2n2c(SCCOc3ccccc3F)nnc12
→ -15% | -5% | ? | 18
- CN(C)CCNC(=O)c1cc2cc(Br)ccc2oc1=O
→ ? | -1% | -19 | -2
- CC1(C)Cc2c(c(N3CCOCC3)nc3sc4c(N5CCOCC5)nnnc4c23)CS1
→ 4% | -3% | -22 | 7
- O=C(Nc1nc(N2C(=O)c3ccccc3C2=O)n(-c2ccccc2)n1)c1ccccc1
→ 10% | . | 10 | .
- CCOC(=O)c1ccc(NS(=O)(=O)c2cc(-c3nnnn3C(C)C)ccc2OC)cc1
→ 0% | -1% | 1 | ?
- CCOc1ccc(-c2nnn(CC(=O)N3CCN(c4ccc(OC)cc4)CC3)n2)cc1OCC
→ -5% | -11% | -22 | -5
- CCC(=O)N1C(C(=O)NCc2ccc(OC)cc2)CSC1c1ccc(OC)cc1 (configuration not stated)
→ 2% | 10% | ? | 11
- Cc1cc(C)n(CCCNC(=O)c2ccc3c(c2)NC(=O)CS3)n1
→ -1% | -5% | -1 | 6
- CCOC(=O)N1CCC(NC(=O)CCc2c(C)nc3ncnn3c2C)CC1
→ -3% | -5% | 93 | 1
- Cc1ccc(NC(=O)C(CC(C)C)NC(=O)C2CCC(C)CC2)nc1 (configuration not stated)
→ 4% | 18% | ? | 4

# Reprinted from the part before: six compounds, then new ones.
# Screens by letter – A = ALOX12 inhib; B = 15-hLO-2 inh; C = PNC inhibitor; D = IMPase inh
SMILES: CCOC(=O)c1ccc(NS(=O)(=O)c2cc(-c3nnnn3C(C)C)ccc2OC)cc1
  A: 0%; B: -1%; C: 1; D: ?

SMILES: CCOc1ccc(-c2nnn(CC(=O)N3CCN(c4ccc(OC)cc4)CC3)n2)cc1OCC
  A: -5%; B: -11%; C: -22; D: -5

SMILES: CCC(=O)N1C(C(=O)NCc2ccc(OC)cc2)CSC1c1ccc(OC)cc1 (configuration not stated)
  A: 2%; B: 10%; C: ?; D: 11

SMILES: Cc1cc(C)n(CCCNC(=O)c2ccc3c(c2)NC(=O)CS3)n1
  A: -1%; B: -5%; C: -1; D: 6

SMILES: CCOC(=O)N1CCC(NC(=O)CCc2c(C)nc3ncnn3c2C)CC1
  A: -3%; B: -5%; C: 93; D: 1

SMILES: Cc1ccc(NC(=O)C(CC(C)C)NC(=O)C2CCC(C)CC2)nc1 (configuration not stated)
  A: 4%; B: 18%; C: ?; D: 4

SMILES: COc1ccc(-c2nnc(-c3ccc(OCC(C)C)cc3)o2)cc1
  A: -1%; B: -12%; C: 60; D: -4

SMILES: O=C(Cc1cccs1)N1CCN(c2nc(-c3ccc(Cl)cc3)cs2)CC1
  A: -9%; B: -1%; C: 1; D: 13

SMILES: Cc1cccc(C)c1NC(=O)CCCSc1nnc(-c2ccco2)o1
  A: -8%; B: -5%; C: 33; D: -4

SMILES: N#C/C(=C\c1cc2ccccc2nc1N1CCOCC1)C(=O)Nc1ccc(N2CCOCC2)cc1
  A: -3%; B: .; C: ?; D: .

SMILES: c1ccc(-n2ncc3c(N4CCCC4)ncnc32)cc1
  A: -7%; B: 6%; C: ?; D: 1

SMILES: COC(=O)C1CCN(c2cc(=O)n(-c3ccccc3Cl)c(=O)[nH]2)CC1
  A: -1%; B: -1%; C: ?; D: -2

SMILES: COc1ccc([N+](=O)[O-])cc1NC(=O)C(C)OC(=O)c1ccccc1C(=O)c1ccc(Cl)cc1 (configuration not stated)
  A: -1%; B: .; C: 31; D: 4

SMILES: CCC1(C(=O)O)NC(c2cc(OC)ccc2O)C2C(=O)N(Cc3ccccc3)C(=O)C21 (configuration not stated)
  A: 1%; B: 8%; C: 34; D: -1
